# TDP1 block: qHTS Assay for Inhibitors of Tyrosyl-DNA Phosphodiesterase (TDP1); Tyrosyl-DNA phosphodiesterase 1 (Homo sapiens), Q9NUW8; recombinant TDP1, AlphaScreen DNA substrate cleavage; Potency, µM (top dose mostly 130 µM), without a hit: at the highest dose activity change, negative = inhibition, actives largely listed as inhibitors; 0.28% of 350,000 active; AID 485290, 2010; further: nearly all actives have a fitted effect of over 40% in size
# Target sequence (Q9NUW8 whole entry, looked up): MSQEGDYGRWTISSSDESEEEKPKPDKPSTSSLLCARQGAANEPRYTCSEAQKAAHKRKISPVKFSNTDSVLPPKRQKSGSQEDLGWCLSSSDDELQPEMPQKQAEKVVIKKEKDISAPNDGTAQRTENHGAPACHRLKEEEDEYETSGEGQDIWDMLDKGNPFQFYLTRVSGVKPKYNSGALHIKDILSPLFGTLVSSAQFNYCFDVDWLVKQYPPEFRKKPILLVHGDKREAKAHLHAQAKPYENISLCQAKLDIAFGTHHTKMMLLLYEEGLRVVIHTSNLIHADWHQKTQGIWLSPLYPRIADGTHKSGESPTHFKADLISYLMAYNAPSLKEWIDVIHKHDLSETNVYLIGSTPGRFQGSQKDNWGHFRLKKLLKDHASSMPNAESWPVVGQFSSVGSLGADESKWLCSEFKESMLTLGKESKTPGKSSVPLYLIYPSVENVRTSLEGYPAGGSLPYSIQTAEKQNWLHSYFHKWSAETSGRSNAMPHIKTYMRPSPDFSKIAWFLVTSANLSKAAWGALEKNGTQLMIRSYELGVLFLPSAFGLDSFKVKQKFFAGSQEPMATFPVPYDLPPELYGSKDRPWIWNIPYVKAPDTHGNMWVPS
#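 Steps: enzyme plus compound, 15 min RT; add biotin/phosphotyrosine-FITC oligonucleotide (15 nM final), react 5 min; add donor/acceptor beads (10 ug/ml final), 10 min; read AlphaScreen. Tdp1 at 1 nM final.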
# DT40 TDP1 CPT: qHTS for Inhibitors of human tyrosyl-DNA phosphodiesterase 1 (TDP1): qHTS in cells in presence of CPT | 12% of 420,000 active | chicken DT40 Tdp1-/-;hTDP1 cells + 20 nM CPT, ATP luminescence, 48 h | Potency, µM (series often up to 46.2 µM), without a hit: top-dose activity change, negative = growth inhibition, usual class: inhibitors | AID 686979, 2013; further: nearly all actives have a fitted effect of over 55% in size
#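 Chicken DT40 Tdp1-/- cells stably complemented with human TDP1 were seeded at 400 cells/well in medium containing 20 nM camptothecin, exposed to pin-transferred compounds, and grown at 37 °C for at least 48 hr. Viability was read as ATP luminescence.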
# DT40 TDP1 no CPT: qHTS for Inhibitors of human tyrosyl-DNA phosphodiesterase 1 (TDP1): qHTS in cells in absence of CPT. DT40 Tdp1-/- hTDP1 cells, no CPT, ATP luminescence, 48 h. Potency, µM (series often up to 46.2 µM), for the others: at the highest dose activity change, negative = growth inhibition, usual class: inhibitors. 15% of 420,000 active. AID 686978, 2013; further: nearly all actives have a fitted effect of over 55% in size
#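 Chicken DT40 Tdp1-/- cells stably complemented with human TDP1 were seeded at 400 cells/well with DMSO in place of 20 nM camptothecin. After compound pinning, cells grew at least 48 hr at 37 °C; viability read by CellTiter-Glo luminescence.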
# Starred values were filed as active, the others as inactive; ? = inconclusive; nt = not tested or not shown. The call rests on the fitted dose curve; in most records, active means well fitted curve in the direction sought with a large enough effect; inconclusive means small, poorly fitted or top-dose-only effect, or another doubt; inactive means no such curve, though single readings can be large; an effect the other way counts as inactive or inconclusive. On the % scale 0 is the no-effect control and ±100 the full control effect; potency means the concentration at half of the fitted maximal effect.
SMILES,TDP1 block,DT40 TDP1 CPT,DT40 TDP1 no CPT
CCn1c(COc2ccc(C)cc2)nnc1SCC(=O)NNC(=O)c1ccc(OC)cc1,2%,10%,-4%
CN(C)S(=O)(=O)c1ccc(N2CCCC2)c(C(=O)OCC(=O)NC2(C#N)CCCCC2)c1,nt,-16%,-9%
O=C1c2ccccc2C(c2nnnn2Cc2ccccc2)N1Cc1ccc(F)cc1 (stereo not drawn),nt,-24%,?
CCCCn1c(N)c(N(CC(C)C)C(=O)C2CC(=O)N(CCc3ccccc3)C2)c(=O)[nH]c1=O (stereo not drawn),2%,-7%,1%
Cc1c(C#N)c2ccccc2n1CC(=O)NC(C)c1ccccc1 (stereo not drawn),5%,-20%,-11%
Cc1cc2c(NCc3ccccc3)ncnc2s1,nt,?,6.5µM*
CC1CN(S(=O)(=O)c2cccc(C(=O)N(C)C3CCN(C)CC3)c2)CC(C)O1 (stereo not drawn),1%,-1%,6%
COc1cccc(C(=O)N2c3cc(C)ccc3OCC2C(C)(C)C)c1 (stereo not drawn),nt,-3%,?
Cc1ccc(S(=O)(=O)N2CCN(C(=O)C(C)Cn3cncn3)CC2)cc1C (stereo not drawn),3%,-17%,-11%
COc1cccc(OCC(=O)O)c1,3%,-1%,-6%
Oc1c(Cl)cc(Cl)cc1/C=N/c1nccs1,2%,26µM*,?
CC(=O)c1ccc(N2Cc3ccccc3C2=NC(=O)c2cccs2)cc1,3%,?,?
CC(=O)N1N=C(c2cccc(Cl)c2)OC1c1ccc(C(C)C)cc1 (stereo not drawn),-2%,-6%,15%
Cc1ccc(-c2nc(-c3ccncc3)no2)c(C)c1,-3%,-7%,3%
COc1ccc(-c2[nH]ncc2CN2CCN(c3ccc(F)cc3)CC2)cc1,9%,-19%,-37%
Cn1cnc2cc(NC(=O)COc3ccccc3)ccc21,nt,-6%,5%
COc1cccc(-c2sc3ccc(OC)cc3c2C#CCCO)c1,-5%,26µM*,?
COc1ccc(NC(=O)C2CCCN(C(=O)Nc3ccc(F)cc3)C2)cc1 (stereo not drawn),5%,7%,-1%
CCOC(=O)C1=C(COC(=O)/C=C/c2ccc([N+](=O)[O-])cc2)NC(=O)NC1C (stereo not drawn),0%,-14%,-8%
O=C(CCC(=O)N1CCc2ccccc21)Nc1ccccc1,5%,2%,-10%
Cc1cc(F)ccc1NC(=O)Cn1cc(S(=O)(=O)NC(C)C)c(S(=O)(=O)NC(C)C)c1,4%,-8%,-4%
O=C1CCC(C(=O)N(Cc2ccco2)C2(C(=O)NC3CCCC3)CCCCC2)N1 (stereo not drawn),4%,9%,-9%
COCCNC(=O)c1ccc(C)c(S(=O)(=O)Nc2ccc(C)cc2)c1,5%,-20%,-14%
Nc1nc(OCC2CCCCC2)c2[nH]cnc2n1,14%,-12%,?
Nc1ccccc1C#Cc1ccc([N+](=O)[O-])cc1,nt,-27%,?
O=C(Oc1ccc([N+](=O)[O-])cc1)c1ccc2ccccc2n1,0%,-17%,-14%
Cc1cc2ncn(S(=O)(=O)N3CCCCC3)c2cc1C,-1%,-19%,-20%
O=C(N/N=C/c1ccoc1)c1ccc(Br)cc1,-9%,-3%,23%
O=C(NC1CCCc2ccccc21)C1CCN(S(=O)(=O)c2cccc3nsnc23)CC1 (stereo not drawn),4%,?,?
CC1(C(=O)O)CCC(C(=O)Nc2ccc(OC(F)(F)Cl)cc2)C1(C)C (stereo not drawn),nt,-24%,8%
COc1cc2c(C(=O)N3CCN(C)CC3)c(C)oc2cc1Br,2%,0%,-13%
Cc1nn(-c2ccccc2)c2c1C(O)n1c(nc3ccccc31)S2 (stereo not drawn),2%,15µM*,16µM*
Cc1nc(SCC(=O)NCc2ccc(F)cc2)c2c(=O)n(C)c(=O)n(C)c2n1,10%,?,?
Cc1ccc(C(C)C)c(OCC(=O)c2c(O)c3ccccc3oc2=O)c1,nt,?,23µM*
CC(C)(C)NC(=O)NC(=O)CSc1ccc(S(=O)(=O)N2CCOCC2)cn1,3%,?,14%
CCCCn1c(N)c(N(CCOC)C(=O)c2ccc(Br)o2)c(=O)[nH]c1=O,-4%,7%,6%
O=C(NCCc1ccc(F)cc1)c1cc2ccccc2oc1=O,4%,-2%,4%
COc1ccccc1OCCNC(=O)CN1C(=O)NC2(CCCC2)C1=O,6%,-3%,-8%
CCOC(=O)N1CCC(NC(=O)c2ccc3c(=O)n4c(nc3c2)CCCC4)CC1,0%,2%,-1%
NC(=O)C1CCN(C(=O)c2cc(Cl)c3c(c2)OCCO3)CC1,1%,2%,-4%

# Three entries from above, with two lines to a compound:
# Value order: TDP1 block, DT40 TDP1 CPT, DT40 TDP1 no CPT
O=C(Oc1ccc([N+](=O)[O-])cc1)c1ccc2ccccc2n1
→ 0%, -17%, -14%
Cc1cc2ncn(S(=O)(=O)N3CCCCC3)c2cc1C
→ -1%, -19%, -20%
O=C(N/N=C/c1ccoc1)c1ccc(Br)cc1
→ -9%, -3%, 23%

# Other records follow:
SMILES,TDP1 block,DT40 TDP1 CPT,DT40 TDP1 no CPT
Cc1cc(C)nc(/N=C(\N)Nc2ccc(SC(F)F)cc2)n1,4%,13µM*,12µM*
OCCN(CCO)CC(O)CN1c2ccccc2Sc2ccccc21 (stereo not drawn),nt,-15%,-14%
Cc1cc(C)c2c(-n3cccc3)c(C(=O)NCCc3ccccc3)sc2n1,9%,-26%,?
CS(=O)(=O)c1cnc2c(S(=O)(=O)c3ccccc3)cnn2c1N,3%,7%,-3%
CSc1ccccc1OCc1cc(C(=O)N2CCc3sccc3C2)no1,4%,?,0%
CCN(CC)CCOc1ccc(-c2c(C)c3c(ccc4ccccc43)oc2=O)cc1,nt,-20%,-41%
Cc1ccc(S(=O)(=O)N(Cc2cc3ccc(C)cc3[nH]c2=O)c2ccccc2)cc1,nt,?,?
CCC1=NN(C(=O)C(=O)Nc2ccc(OC)cc2)C(O)(C(F)(F)F)C1 (stereo not drawn),6%,-14%,-2%
CC(C)CC(=O)Nc1ccc(C(=O)CN2CCN(c3ccc(O)cc3)CC2)cc1,nt,-1%,-11%
CC1CN(/C(=N\S(=O)(=O)c2ccccc2)c2ccccc2)CC(C)O1 (stereo not drawn),4%,-21%,-26%
CC(=O)CCc1ccc(OCC(O)CNCCOc2ccc(C)cc2)cc1 (stereo not drawn),0%,0%,0%
Cc1n[nH]c(=O)c2c(NC(=O)CSc3nn(-c4ccccc4)c(=S)s3)oc(C)c12,-10%,-4%,-10%
CCOC(=O)C1=C(CC)Nc2ccccc2N=C1NC(=O)c1ccc(S(=O)(=O)N2CCOCC2)cc1,4%,?,?
COc1ccccc1CNC(=O)C1CCCC1,4%,2%,6%
Cc1cc(N2CCN(C)CC2)nc2ccc(NC(=S)NCc3cccs3)cc12,6%,?,?
CC(C)(C)c1cc(/C=N/NC(=O)Cc2nc3ccccc3[nH]2)cc(C(C)(C)C)c1O,9%,?,?
CC(OC(=O)CC1CC2CCC1C2)C(=O)Nc1ccc(N2CCOCC2)cc1 (stereo not drawn),2%,-18%,0%
CCCOc1ccc(-c2nonc2NC(=O)c2oc3ccc(C)cc3c2C)cc1OCCC,-4%,9.2µM*,?
COC(=O)c1ccccc1C(=O)c1ccc2c(c1)NC(=O)CO2,6%,-1%,9%
Cc1cc(C(=O)NNC(=O)CN2C(=O)NC3(CCCCC3)C2=O)c(C)o1,1%,-5%,-2%

# Sorted by number of heavy atoms (smallest number first): 5 of the compounds above.
SMILES,TDP1 block,DT40 TDP1 CPT,DT40 TDP1 no CPT
COC(=O)c1ccccc1C(=O)c1ccc2c(c1)NC(=O)CO2,6%,-1%,9%
Cc1cc(N2CCN(C)CC2)nc2ccc(NC(=S)NCc3cccs3)cc12,6%,?,?
Cc1n[nH]c(=O)c2c(NC(=O)CSc3nn(-c4ccccc4)c(=S)s3)oc(C)c12,-10%,-4%,-10%
CCCOc1ccc(-c2nonc2NC(=O)c2oc3ccc(C)cc3c2C)cc1OCCC,-4%,9.2µM*,?
CCOC(=O)C1=C(CC)Nc2ccccc2N=C1NC(=O)c1ccc(S(=O)(=O)N2CCOCC2)cc1,4%,?,?

# The list goes on.
SMILES,TDP1 block,DT40 TDP1 CPT,DT40 TDP1 no CPT
CCc1nc2c(OCC(=O)C(C)(C)C)cccn2c1N(C)C(=O)CC(C)C,nt,?,-26%
COc1ccccc1NC1=NC(c2ccc(Cl)cc2)N=C(N)N1 (stereo not drawn),0%,5.2µM*,5.8µM*
CCN(C(=O)CSc1n[nH]c(N)n1)C1CCCCC1,0%,-29%,23%
CC(C)(C)C(=O)CSc1ncccn1,3%,26%,3%
COc1ccc(S(=O)(=O)N(Cc2nc(-c3ccc(Cl)cc3)no2)C2CCCCC2)cc1,2%,21µM*,21µM*
Nc1nc(SCc2ccccc2)c2ncn(Cc3ccccc3)c2n1,nt,?,?
CCOC(=O)C1=C(C)NC(=S)NC1c1ccc(-c2cccc(Cl)c2C)o1 (stereo not drawn),5%,16µM*,12µM*
Cc1ccc(-c2nc3ccccc3s2)cc1NC(=S)NC(=O)/C=C/c1ccco1,4%,?,13µM*
O=C(N1CCOCC1)N1CCC(n2nnc3ccccc32)CC1,4%,11%,3%
Cc1ccc2[nH]c(=O)c(CN(CCCO)Cc3nnnn3Cc3ccccc3)cc2c1,2%,?,11µM*

# In a second layout: results already given.
# Screens in order: TDP1 block | DT40 TDP1 CPT | DT40 TDP1 no CPT
- O=C(N1CCOCC1)N1CCC(n2nnc3ccccc32)CC1
→ 4% | 11% | 3%
- CCc1nc2c(OCC(=O)C(C)(C)C)cccn2c1N(C)C(=O)CC(C)C
→ nt | ? | -26%
- Nc1nc(SCc2ccccc2)c2ncn(Cc3ccccc3)c2n1
→ nt | ? | ?
- CCOC(=O)C1=C(C)NC(=S)NC1c1ccc(-c2cccc(Cl)c2C)o1 (stereo not drawn)
→ 5% | 16µM* | 12µM*
- Cc1ccc(-c2nc3ccccc3s2)cc1NC(=S)NC(=O)/C=C/c1ccco1
→ 4% | ? | 13µM*

# The results go on.
SMILES,TDP1 block,DT40 TDP1 CPT,DT40 TDP1 no CPT
O=C(COc1cccc(OC(F)F)c1)Nc1ccc(SC(F)F)cc1,0%,-17%,?
Cc1ccc(NC(=O)c2ccc3c(c2)[nH]c(=O)n3C(C)C)cc1,5%,-8%,?
CCN1C(=O)C(NC(C)=O)c2cc(Br)ccc21 (stereo not drawn),3%,0%,?
CCCN(CCC)C(=O)C1CCC(CNS(=O)(=O)c2cccc3nsnc23)CC1 (stereo not drawn),5%,?,?
Cc1nn(CC(=O)NC(C)c2ccccc2)c(=O)c2ccccc12 (stereo not drawn),-1%,-9%,-2%
CC(C)(C)n1nc2c(c1NC(=O)COc1ccc3ccccc3c1)CS(=O)(=O)C2,-6%,-13%,?
Cc1cc(C(=O)COC(=O)c2cccc(O)c2)c(C)n1C1CC1,0%,?,?
O=C(Cc1cccs1)Nc1ccc(F)cc1F,0%,-15%,-20%
COc1ccc(CC(=O)Nc2nnc(C(C)(C)C)s2)cc1OC,0%,?,16µM*

# Screens: PubChem BioAssay, National Center for Advancing Translational Sciences (NCATS)
